CRFBP-R2 agonist = agonists of human CRF-binding protein/CRF-R2 receptor complex. HEK293 CRF-R2/CRF-BP, calcium dye fluorescence (FLIPR); percent of saturating CRF peptide response. activation, % at 13.2 µM. actives 0.46% (n = 350,000). AID 588473;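 active means activation of at least 50%, plus an integration ratio under a set limit after plate pattern correction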;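 further: plate controls were neutral control wells without compound for no effect and CRF at EC100 for full effect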
CRFR2-BP antag = blocks CRF-induced signaling of the CRF-BP/CRF-R2 complex | HEK293 CRF-R2/CRF-BP, CRF-induced calcium fluorescence | inhibition, % at 11.8 µM | actives 0.59% (n = 350,000) | AID 588475;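 active means inhibition of the ligand-induced calcium signal above about 50% at the single tested concentration, limit read from the data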
GalR3 antagonist = human GalR3 antagonism | actives 0.44% (n = 360,000) | inhibition, % at 3 µM | HEK293 GalR3-CNG cAMP membrane potential fluorescence; galR3 body fused to GalR1 C-terminus | O60755;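 active means inhibition above the screen-wide average plus 3 SD, cut at about 13% in these data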;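 further: forskolin and galanin both at EC90 stimulate the cells; cAMP rise reported by CNG channel membrane potential dye signal; 0% = forskolin plus galanin with DMSO and 100% = forskolin alone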
Target sequence (O60755 1-299 limits assumed): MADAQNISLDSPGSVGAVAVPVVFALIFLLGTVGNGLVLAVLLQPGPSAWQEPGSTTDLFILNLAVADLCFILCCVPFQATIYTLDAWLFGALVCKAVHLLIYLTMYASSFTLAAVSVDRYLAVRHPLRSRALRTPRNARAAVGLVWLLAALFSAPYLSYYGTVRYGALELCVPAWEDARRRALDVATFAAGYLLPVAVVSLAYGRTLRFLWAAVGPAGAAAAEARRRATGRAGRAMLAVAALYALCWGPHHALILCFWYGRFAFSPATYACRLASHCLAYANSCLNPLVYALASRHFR
UBC9 SUMO inh = inhibitors of human SUMOylation (UBC9); P63279; HTRF SUMOylation assay, SAE1/SAE2 + UBC9, in vitro; inhibition, % at 35 µM; actives 0.36% (n = 290,000); AID 2006; in the data active means inhibition above about 50%, passing the limit was not always enough; further: strong numbers were not always called active
Target sequence (P63279 whole entry, looked up): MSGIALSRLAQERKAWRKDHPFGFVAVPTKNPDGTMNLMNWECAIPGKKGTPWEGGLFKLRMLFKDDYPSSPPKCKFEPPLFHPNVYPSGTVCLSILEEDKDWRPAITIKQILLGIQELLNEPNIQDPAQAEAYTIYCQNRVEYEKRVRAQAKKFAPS
MEKK2 mut-MEK5 = signal of MEK5 binding to mutant human MEKK2 PB1 domain; percent response, % at 10 µM; AID 1530; actives 0.35% (n = 290,000); bead flow cytometry, Alexa488-MEK5 binding to MEKK2 mutant; in the data active means percent response above about 24%, passing the limit was not always enough; further: inactives centre near 1; some results filed as inactive read as strong as hits; reference of the scale not given here
MEKK2wt PB1 HTS = raises or lowers MEK5 binding to wildtype human MEKK2 PB1 domain; Q9Y2U5; bead flow cytometry, Alexa488-MEK5 binding to MEKK2 WT; actives lie on both sides; binding response (% of control), % at 10 µM; actives 1.1% (n = 290,000); in the data active means binding response below about 67% or above about 130%
FID counter = counter-screen for HCV NS3 helicase inhibitors: DNA intercalator displacement. DNA fluorescent intercalator displacement, fluorescence. inhibition, % at 7.9 µM. actives 0.17% (n = 290,000); in the data active means inhibition above about 37%;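 further: 0% = vehicle and 100% = reference compound; higher means more ethidium bromide displaced from hairpin DNA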
MEKK3 PB1 HTS = raises or lowers MEK5 binding to the human MEKK3 PB1 domain. binding response (% of control), % at 10 µM. bead-based flow cytometry, Alexa488-MEK5 binding to MEKK3; actives lie on both sides; 0 = blocked by unlabeled MEK5, 100 = vehicle. Q99759. actives 1.4% (n = 290,000);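 active means binding response more than 3 SD above or below the average of its plate-row segment, actives on both sides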;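 further: Alexa488 bead fluorescence after subtracting the streptavidin-only scavenger bead signal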
Target sequence (Q99759 whole entry, looked up, the tested form may be a part): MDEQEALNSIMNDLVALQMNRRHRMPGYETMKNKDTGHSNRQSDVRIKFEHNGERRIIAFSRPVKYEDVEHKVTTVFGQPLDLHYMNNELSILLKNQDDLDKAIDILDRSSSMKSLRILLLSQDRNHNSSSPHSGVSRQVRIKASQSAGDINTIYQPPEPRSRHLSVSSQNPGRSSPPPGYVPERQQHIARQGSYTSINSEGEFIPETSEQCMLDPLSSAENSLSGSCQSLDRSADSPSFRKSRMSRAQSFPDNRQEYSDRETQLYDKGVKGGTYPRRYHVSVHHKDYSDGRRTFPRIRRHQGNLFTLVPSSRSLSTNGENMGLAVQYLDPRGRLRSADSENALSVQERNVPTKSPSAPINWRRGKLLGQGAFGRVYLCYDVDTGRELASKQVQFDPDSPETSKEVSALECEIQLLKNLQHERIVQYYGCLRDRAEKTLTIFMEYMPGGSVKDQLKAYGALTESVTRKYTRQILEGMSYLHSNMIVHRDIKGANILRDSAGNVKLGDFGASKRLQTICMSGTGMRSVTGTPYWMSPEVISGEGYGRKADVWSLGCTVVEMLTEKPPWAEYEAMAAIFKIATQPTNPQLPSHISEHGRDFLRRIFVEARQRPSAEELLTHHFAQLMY
HCV NS3 hel inh = HCV NS3 helicase inhibition; actives 0.56% (n = 290,000); NS3 helicase DNA unwinding, Cy5 molecular beacon fluorescence; inhibition, % at 10.9 µM;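 active means inhibition above the mean of all tested compounds plus 3 SD, set per campaign, cut at about 35% in these data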;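 further: 0% = DMSO wells and 100% = thioflavine S control wells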
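Assay system – hepatitis C virus NS3 helicase domain fragment enzyme · Buffer or medium – MOPS pH 6.5, MgCl2, DTT, Tween20, BSA · Reagent – Cy5/quencher beacon DNA duplex and ATP to start · Compound – single 10.9 µM dose · Timing – 1 h at 25 °C · Technique – Cy5 beacon fluorescence read at start and 1 h · Measure – % inhibition of unwinding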
Active calls of the source: *; . = no result given. The list is partial. The share of hits here may be higher or lower than overall.

SMILES	CRFBP-R2 agonist	CRFR2-BP antag	GalR3 antagonist	UBC9 SUMO inh	MEKK2 mut-MEK5	MEKK2wt PB1 HTS	FID counter	MEKK3 PB1 HTS	HCV NS3 hel inh
COc1ccc(N(C(=O)CNC(=O)c2ccco2)C(C(=O)NC2CCCCC2)c2cccnc2)cc1 (stereo unspecified)	-0.3	4	-8	6	-5	94	-39	101	7
Cc1cc(=O)oc(C)c1C(=O)Nc1c(C)n(C)n(-c2ccccc2)c1=O	-0.5	8	0	1	1	104	-2	98	-1
C#CCNC(=O)C1=C[C@@H](c2ccc(Br)cc2)C[C@@H](OCCCCO)O1	-2.4	3	-4	-2	1	74	-26	81	17
COC(=O)c1[nH]c2cc(C)ccc2c1NC(=O)CN1CCN(c2ccccc2OC)CC1	-1.8	-2	-4	-6	9	97	-32	100	-12
CCOCCCn1c(=S)[nH]c2cc(C(=O)N3CCC(C(N)=O)CC3)ccc2c1=O	-0.3	-11	-1	10	-1	94	-11	97	-3
O=[n+]1cc(-c2cccc3ccccc23)n([O-])c2c1CCC2	-2.6	-6	0	-2	14	98	2	102	2
COc1cccc(C(=O)Oc2cc(C)[nH]c(=O)c2[N+](=O)[O-])c1OC	-0.7	19	0	11	-4	99	-1	96	1
O=S(=O)(c1ccccc1)N1CCN(S(=O)(=O)c2ccccc2)C1	-0.9	-42	1	-13	0	96	-8	98	0
CCOC(=O)C1CN(C(C)(C)C)C(=O)C1=O (stereo unspecified)	-0.6	-1	1	9	-2	94	7	91	2
Cc1nc(-c2ccccc2)nc2[nH]ccc(=O)c12	-1.1	17	-7	18	-4	90	-4	90	4
COC(=O)CC(CP(=O)(O)CN(C)C=O)C(=O)OC (stereo unspecified)	0.4	4	2	9	4	106	0	100	3
COc1cccc(NC(=O)N2CCCC2C(=O)Nc2ccc3c(c2)OCO3)c1 (stereo unspecified)	-1.0	14	-2	-24	4	107	-8	103	-2
O=C(Nc1ccccc1)/C(=C/c1ccccc1)NC(=O)c1ccco1	0.5	2	-6	4	3	104	-1	101	10
CCn1c(=O)c2c(n3cnnc13)-c1ccccc1CC21CCCCC1	0.1	-2	-3	-6	0	100	-5	100	1
CC(C)C(=O)Nc1ccccc1C(=O)N/N=C/c1ccc([N+](=O)[O-])cc1	-1.9	6	-3	-1	3	102	0	103	-7
[N-]=[N+]=NC[C@H](Cc1ccccc1)N1CC[C@@H](OCc2ccccc2)CCC1=O	-1.3	-2	7	-2	-3	94	-35	99	5
CC(=O)NC(NC(=S)Nc1ccc(N=Nc2ccccc2)cc1)C(Cl)(Cl)Cl (stereo unspecified)	-3.9	1	1	-8	4	109	0	106	2
C[n+]1ccc(/C=N/Nc2nc(Cl)c(C#N)c(Cl)c2Cl)cc1	0.6	6	-3	8	0	98	15	96	-9
COCCCn1c(=O)c2sccc2n2c(CCCC(=O)NCc3ccccc3)nnc12	1.8	24	-7	6	0	100	-35	99	0
COc1ccc(CC(NC(C)=O)C(=O)NC2CCN(S(=O)(=O)c3ccc(NC(C)=O)cc3)CC2)cc1OC (stereo unspecified)	9.3	-23	-3	17	-15	84	-7	93	9
Cc1cccc(CC(=O)NCCN2CCCCC2)c1	-0.1	-31	-9	27	7	105	0	104	8
O=C(CCC(=O)N1CCOc2ccccc21)NCCCc1ccccc1	0.2	-32	.	6	-3	96	-36	100	1
CN(Cc1ccon1)C(=O)CCc1nnc(CCCCc2ccccc2)o1	-0.7	-1	-1	-4	-3	99	-26	99	11
COc1ccc2c(=O)c(Oc3ccc(C(=O)O)cc3)c(C(F)(F)F)oc2c1	0.3	-4	-4	-8	0	102	-2	112	12
Cc1ccc(CNC(=S)Nc2ccc(NS(=O)(=O)c3ccc(C)cc3)cc2)cc1	11	-61	-1	-8	1	112	-23	106	-14

Quoted from the listing.
O=C(Nc1ccccc1)/C(=C/c1ccccc1)NC(=O)c1ccco1 in CRFBP-R2 agonist has 0.5
COC(=O)c1[nH]c2cc(C)ccc2c1NC(=O)CN1CCN(c2ccccc2OC)CC1 in UBC9 SUMO inh has -6

Continued:
SMILES	CRFBP-R2 agonist	CRFR2-BP antag	GalR3 antagonist	UBC9 SUMO inh	MEKK2 mut-MEK5	MEKK2wt PB1 HTS	FID counter	MEKK3 PB1 HTS	HCV NS3 hel inh
O=S(=O)(/N=C(\c1ccc(Cl)cc1)N1CCOCC1)c1ccccc1	2.6	2	5	19	-2	96	-6	97	0
S=c1[nH]nc(-c2ccc(Br)o2)n1Cc1ccccc1	-0.6	46	.	5	4	100	-12	102	-1
O=C(NCCCN1CCOCC1)c1ccc(Br)cc1Br	.	.	-9	-11	-12	85	-1	91	-6
CCCCCCCOC(=O)c1ccc(OC(=O)c2cccnc2)cc1	0.4	-5	1	9	5	108	-9	106	11
COc1cc(C=O)ccc1OCCCCOc1ccccc1[N+](=O)[O-]	-3.4	-10	5	-11	0	101	-9	117	-15
CCCN(CCC)CCNC(=O)C1CCCN(S(=O)(=O)c2ccc3c(c2)oc(=O)n3C)C1 (stereo unspecified)	-2.0	16	-7	13	8	103	2	100	-3
CC1(c2ccc3ccccc3c2)NC(=O)N(CC(=O)N2CCN(c3ccccc3O)CC2)C1=O (stereo unspecified)	0.1	-9	0	4	7	103	-47	102	7
O=C(COc1ccc(S(=O)(=O)NC2CCCCC2)cc1)N1CCN(c2ccc(F)cc2)CC1	-0.3	15	.	-14	13	109	-2	107	3
COc1ccc(Cn2c(=O)[nH]c3cc(OC)c(OC)cc3c2=O)cc1	0.1	-9	2	2	0	105	-4	103	-9
c1cc2ccc3ccc(CN4CCOCC4)c4ccc(c1)c2c34	-0.7	-21	-4	0	2	103	6	100	-9
CCOC(=O)N1CCC(NC(=O)c2cccc3c2C(=O)N(CCOC)C3)CC1	-4.0	11	.	10	9	109	-23	105	-4
CCOC(=O)c1c(C)[nH]c(C)c1C(=O)CSc1ncccn1	-3.8	-13	.	7	1	96	-12	95	2
COc1cccc(NC(=S)N2CCN(S(=O)(=O)c3ccc(F)cc3)CC2)c1	-1.2	5	-3	0	0	101	-27	100	4
Cc1cc2c(cc1S(=O)(=O)NCc1ccc(Cl)cc1)OCC(=O)N2	0.8	-10	.	9	3	105	-6	102	1
Cc1ccccc1-n1c(Cn2c(=O)sc3ccccc32)nnc1SCC(=O)NCC1CCCO1 (stereo unspecified)	0.2	6	4	19	-3	100	-35	98	-5
CN1C(=O)C2(OCC(COc3ccc(Cl)cc3)O2)c2ccccc21 (stereo unspecified)	1.9	-3	0	6	10	107	-17	114	-2
COc1ccc(CCNc2ncnc3c2nnn3Cc2ccccc2)cc1OC	-0.5	-1	-10	8	10	107	-31	105	-5
NC(=O)C1CCN(C(=O)Nc2csc3ccccc23)CC1	-0.9	1	-2	9	-3	92	-2	96	1
Cc1cccc(C(=O)Nc2ccccc2SCC2CSc3nc4ccccc4c(=O)n32)c1 (stereo unspecified)	-3.5	19	1	-7	.	.	-26	.	-5
CCC1(CC)Cc2ccccc2C2=C(C(=O)N3CCCCC3)C(=O)C(=O)N21	5.1	-5	-5	18	-2	99	-8	100	5
CC1Cc2ccccc2N1S(=O)(=O)c1cccc(C(=O)OCC(=O)NC2CCS(=O)(=O)C2)c1 (stereo unspecified)	0.4	5	1	-14	4	104	-17	105	-5
COc1cccc(C2/C(=C(\O)c3ccc4c(c3)OCCO4)C(=O)C(=O)N2CC2CCCO2)c1 (stereo unspecified)	-0.8	14	2	3	2	100	-65	99	0
Nc1[nH]n2c(=O)cc(-c3ccccc3)nc2c1N=Nc1ccc2c(c1)OCO2	.	.	.	18	0	97	3	101	16
COc1ccc(-c2cc(C(F)(F)F)n3nc(C(=O)N(C)Cc4ccccc4)cc3n2)cc1OC	0.6	2	2	11	-10	81	-2	93	8
CC(=O)Nc1coc2ccc(Br)cc12	1.5	4	-3	19	4	109	-1	106	-4

Just FID counter, MEKK3 PB1 HTS and HCV NS3 hel inh, for some of the entries so far:
mol	FID counter	MEKK3 PB1 HTS	HCV NS3 hel inh
CCOC(=O)C1CN(C(C)(C)C)C(=O)C1=O (stereo unspecified)	7	91	2
Cc1nc(-c2ccccc2)nc2[nH]ccc(=O)c12	-4	90	4

The list goes on.
SMILES	CRFBP-R2 agonist	CRFR2-BP antag	GalR3 antagonist	UBC9 SUMO inh	MEKK2 mut-MEK5	MEKK2wt PB1 HTS	FID counter	MEKK3 PB1 HTS	HCV NS3 hel inh
Cc1ccc(O)c(CNc2nccs2)c1	-1.9	4	-9	6	4	100	-3	101	-2
CCOC(=O)C1=C(C)N=C(/N=C/N(C)C)SC1c1ccccc1 (stereo unspecified)	1.5	2	-3	10	2	101	-6	106	-9
CC1CN(C(=O)C(c2ccccc2)c2ccccc2)CC(C)O1 (stereo unspecified)	0.3	0	-5	17	-5	95	-11	96	2
CC1(C)CC(=O)C2=C(C1)N(c1cccc(Cl)c1)C(=O)NC2(C(F)(F)F)C(F)(F)F	-1.6	-3	2	-7	-1	107	-12	103	-10
COC(=O)Nc1sc2c(c1C(N)=O)CCC(C)C2 (stereo unspecified)	-1.4	-13	-1	-1	1	83	7	99	-4
CCCCS(=O)(=O)N1CCCC(C(=O)Oc2ccccc2)C1 (stereo unspecified)	-4.0	6	-6	2	5	109	-11	106	1
COc1ccc(NC(=O)Nc2ccc(C(C)C)cc2)cc1	-1.1	20	-15	24	-24	80	-10	86	3
CC1CN(c2oc(-c3ccco3)nc2S(=O)(=O)c2ccccc2)CC(C)O1 (stereo unspecified)	-0.3	-10	7	20	1	95	-8	100	1
COc1ccc(S(=O)(=O)N2CCN(c3ccccc3)CC2)cc1C(=O)N1CCCC1	-1.4	8	-1	-2	-4	97	-32	99	-1
CCOc1ccc(C(CC(=O)O)NC(=O)C(Sc2ccccc2)c2ccccc2)cc1 (stereo unspecified)	-0.8	0	4	6	-1	98	-41	102	15
O=C(NC1C/C(=N/O)c2cc3c(cc21)OCO3)C(F)(F)F (stereo unspecified)	-2.1	8	-2	1	0	103	-1	101	15
O=C(Cc1ccc(Br)cc1)N/N=C/c1ccc(-c2cccc(C(=O)O)c2)o1	-0.2	12	-2	17	-2	91	-35	94	17
COc1ccc(C(=O)/C=C/c2ccccc2)c(OC)c1	5.2	12	-4	13	-1	94	-10	104	-14
O=C(CSCc1ccc(Cl)cc1)Nc1ccccc1C(=O)N1CCOCC1	6.5	4	4	18	4	105	-19	106	-1
O=C(CCN1C(=O)S/C(=C\c2ccccc2)C1=O)NCCCn1ccnc1	-2.2	8	-8	4	1	106	6	103	5
O=C(Nc1nc(-c2cc(Cl)sc2Cl)cs1)c1cccs1	3.2	4	0	2	12	112	-6	109	1
COc1ccc([C@H]2[C@H](C(=O)OC(C)(C)C)N3N=Cc4ccccc4C3C23C(=O)c2ccccc2C3=O)c(OC)c1 (stereo partly specified)	-0.7	33	2	15	0	102	-29	117	18
Cc1ccc(-n2c(=O)c3sccc3n(CC(=O)NC3CCCC3)c2=O)cc1	0.9	10	-10	8	1	98	-4	100	-1
COc1ccc(CCNC(=O)C(=O)NCC2OCCN2S(=O)(=O)c2ccc(OC)c(C)c2)cc1 (stereo unspecified)	-3.7	-15	.	-2	-4	94	-46	102	-18
CCc1ccc(OCCCC(=O)NCc2ccco2)cc1	-1.6	2	-6	-14	2	102	0	109	6
Cc1cc(C)c2sc(N(CCCN(C)C)C(=O)COc3ccc(Cl)cc3)nc2c1	-0.7	-21	-6	3	55*	246*	14	113	-75

From PubChem BioAssay
